GLP1R cytotox – cytotoxic in the GLP-1 receptor inverse agonist counter-screen | 410,000 tested, 0.13% active | AID 624418 | Potency, µM (top dose mostly 38.3 µM), for inactives: top-dose activity change, negative = inhibition, hits mostly inhibitors | HEK293 cAMP-luciferase reporter cells, luminescence, 24 h;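 note: loss of luciferase light is scored as toxicity; potency is the fitted concentration of half-maximal effect; % is set by controls: 0 for no effect and ±100 for the full control effect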
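A 23 nL compound transfer followed 12 hours of cell culture at 37 deg C; exposure then lasted 24 hr. Luciferase assay detection reagent was dispensed and plates read for luminescence after a 12 min room-temperature wait.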
DRD3 agonist – agonists of human D3 dopamine receptor; AID 652048; D3R DiscoveRx beta-arrestin cells, luminescence, 90 min; 410,000 tested, 0.58% active; max activation, %; in the data active = max activation above about 30%; note: 0% is about no effect; mostly tested at two doses, the higher about 12 µM
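Agonist mode: compounds and dopamine controls were applied to plated cells for 90 min at 37 degrees C after an overnight attachment at 1500 cells/well. Luminescent read-out followed 30 - 60 minutes at room temperature with DiscoveRx detection reagent.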
GLP1R ag – GLP-1 receptor (human) agonism. P43220. HEK293 GLP-1R CRE-luciferase, luminescence, 4-6 h; cells express a hypersensitive GLP-1R form. Potency, µM (highest dose often 45.6 µM), inactives show at the top dose activation, actives largely listed as activators. 380,000 tested, 0.007% active; note: potency is the fitted concentration of half-maximal effect; % of control where 0% means no effect
IL2 activator – activates IL-2 in a cell-based reporter assay. activation, % (series mostly up to about 46 µM). AID 652025. 360,000 tested, 0.065% active. IL-2 activation reporter assay, cell-based qHTS; stimulated with anti-CD3/CD4/CD28 beads; in transgenic mouse T cells; in the data active = activation above about 50%; inconclusive = mostly about 30% to 49%; note: 0% is about no effect
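First, unstimulated transgenic mouse T cells were exposed to compound for 60 min. Next, anti-CD3/anti-CD4-coated beads with anti-CD28 were added. Finally, after 18 h at 37 degrees C, EGFP and DsRed were imaged.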
PLK1 PBD inh – blocks phosphopeptide binding to human PLK1 polo-box domain; P53350; Plk1 PBD binding of FITC phosphopeptide, fluorescence polarization; Potency, µM, for the others: max response, negative = inhibition, usual class: inhibitors; 360,000 tested, 2.8% active; note: potency is the fitted concentration of half-maximal effect; series mostly up to about 57 µM; % is set by controls: 0 for no effect and ±100 for the full control effect; nearly all actives have a fitted effect of over 65% in size
DRD3 antagonist – antagonists of human D3 dopamine receptor. P35462. D3R cells, DiscoveRx beta-arrestin luminescence, antagonist mode; active compounds read low. max response, negative = inhibition, %. 360,000 tested, 2.5% active; in the data active = max response below about -50%; inconclusive = no clear call, values can overlap the other calls; note: % is set by controls: 0 for no effect and ±100 for the full control effect; mostly tested at two doses, the higher about 12 µM
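Cells plated overnight at 1500 cells/well, then exposed to library compounds with dopamine controls for 90 minutes at 37 degrees C. DiscoveRx reagent added for 30–60 minutes at room temperature; luminescence read, quantitative HTS format.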
WRN helicase inh – inhibitors of human WRN helicase; Q14191; WRN helicase unwinding, fluorescent forked duplex, kinetic; Potency, µM (titrated, usually from 114 µM), for the others: at the highest dose activity change, negative = inhibition, actives largely listed as inhibitors; 360,000 tested, 0.46% active; note: potency is the fitted concentration of half-maximal effect; % is set by controls: 0 for no effect and ±100 for the full control effect; nearly all actives have a fitted effect of over 55% in size
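Kinetic red-fluorescence monitoring (525/598 nm) tracks WRN helicase activity after 100 nM fluorophore-quencher forked duplex and 2 mM ATP are added to 20 nM enzyme pretreated 15 min at room temperature with compound.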
PI5P4Ka inh – inhibitors of human PI5P4K alpha | P48426 | PI5P4Kalpha enzyme, ADP-Glo luminescence, 60 min; active compounds read low | max response, % | 330,000 tested, 1.2% active | AID 652105; active = max response of -50% or lower; inconclusive = between -30% and -50%; inactive = -30% or higher; note: value at the top dose of about 77 µM; % is set by controls: 0 for no effect and ±100 for the full control effect
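Controls without substrate or without enzyme flank wells where PI5P4Kalpha converts substrate using 5 microM ATP (final). Incubation lasts 60 minutes at room temperature; ADP formed is read by ADP-Glo luminescence.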
GLP-1R inv ag – GLP-1 receptor (human) inverse agonism; HEK293 GLP-1R CRE-luciferase, luminescence, 24 h; GLP-1R form is constitutively active; 410,000 tested, 1.6% active; AID 624417; Potency, µM (series often up to 38.3 µM), for the others: at the highest dose activity change, negative = inhibition, usual class: inhibitors; P43220; note: potency is the fitted concentration of half-maximal effect; % is set by controls: 0 for no effect and ±100 for the full control effect; nearly all actives have a fitted effect of over 55% in size
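Constitutively active GLP-1R drives a cAMP-responsive luciferase in stably transfected HEK293 cells; test compounds are added after overnight (12 h) attachment and left 24 hr, and signal loss in luminescence marks inhibition.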
Starred values were filed as active, the others as inactive; ? = inconclusive; · = no result given; [ ] = another dose, or the depositor's remark. Unless noted, calls come from the whole dose curve; as a rule, active = well fitted curve in the direction sought with a large enough effect; inconclusive = small, poorly fitted or top-dose-only effect, or another doubt; inactive = no such curve, though single readings can be large; an effect the other way counts as inactive or inconclusive.

Second line of a record – GLP1R ag, PI5P4Ka inh, DRD3 antagonist, GLP-1R inv ag, WRN helicase inh, IL2 activator, DRD3 agonist, GLP1R cytotox, PLK1 PBD inh
CCOC(=O)C1=C(C)N(C)C(=S)N(C)C1c1ccc(OC)cc1 (centres undefined)
    0%, 2, 19, 1%, -9%, 3.8, 2, -2%, 4%
Cc1c(C(=O)N(Cc2ccccc2)C(C)C)oc2ccc(S(=O)(=O)N3CCOCC3)cc12
    -1%, 0, 60, ?, -4%, -4.2, 14, 1%, 30µM*
Nc1nonc1-n1nnc(C(=O)c2ccccc2)c1-c1ccccc1
    1%, -2, -17, ?, -9%, -2.5, -3, 72%, -11%
C[C@H](NC(=O)c1[nH]cnc1C(=O)Nc1cccc(Cl)c1)c1ccccc1
    8%, 40, 23, -26%, 8%, -0.3, 13, 3%, 4%
CCOC(=O)c1c(C)[nH]c(C(=O)COC(=O)c2ccc(O)cc2)c1C
    24%, 1, 7, ?, -3%, -3.4, 13, -1%, -15%
O=C(CNC(=O)c1ccc(Br)o1)NCc1ccc(Cl)cc1Cl
    0%, 6, 18, -13%, -26%, 4.0, 1, 5%, 1%
N/C(CC(=O)Nc1cc(C(F)(F)F)ccc1Cl)=N\O
    0%, -6, -17, 8%, 10%, -1.2, -2, -6%, -3%
CN(Cc1cccc(-n2cccn2)c1)Cc1cn(C)nc1-c1ccccc1F
    14%, -4, 2, -14%, -1%, 1.3, -9, 3%, -12%
CCCCN(C)C(=O)c1cn(CC)c2nc(C)ccc2c1=O
    5%, ·, 15, 0%, 7%, -2.8, 3, -29%, -3%
COc1cccc(NC(=O)CN(C)CC(=O)Nc2ccc(Cl)cc2[N+](=O)[O-])c1
    10%, 6, 1, ?, -21%, -3.7, 2, 13%, 3%
CC(C)Oc1ccc(CNC(=O)C2CCCN(S(=O)(=O)N3CCOCC3)C2)cc1 (centres undefined)
    -2%, -3, -9, ?, -3%, -3.3, 1, -2%, -5%
CN1CCc2c(sc3c2C(=O)NC(c2cccs2)N3)C1 (centres undefined)
    -2%, ·, -27, 3%, -7%, 1.0, -23, -8%, -11%
CCCCn1c(N)c(N(CCOC)C(=O)c2sc3cc(F)ccc3c2Cl)c(=O)[nH]c1=O
    9%, -2, -5, 18%, 4%, 0.4, 3, -1%, -16%
CC(NC(=O)CC1SC(N)=NC1=O)c1ccccc1 (centres undefined)
    -6%, -3, 21, 7%, -1%, 1.6, 21, -10%, 0%
COc1ccc(C)cc1NC(=O)CSc1cccc[n+]1[O-]
    -6%, -4, -4, 7%, 8%, 1.5, -3, 4%, -8%

Entries of single compounds, quoted from the list. Order of screens: GLP1R ag	PI5P4Ka inh	DRD3 antagonist	GLP-1R inv ag	WRN helicase inh	IL2 activator	DRD3 agonist	GLP1R cytotox	PLK1 PBD inh
CCOC(=O)c1c(C)[nH]c(C(=O)COC(=O)c2ccc(O)cc2)c1C across the screens: 24%	1	7	?	-3%	-3.4	13	-1%	-15%
CN(Cc1cccc(-n2cccn2)c1)Cc1cn(C)nc1-c1ccccc1F across the screens: 14%	-4	2	-14%	-1%	1.3	-9	3%	-12%

More structures follow:
Second line of a record – GLP1R ag, PI5P4Ka inh, DRD3 antagonist, GLP-1R inv ag, WRN helicase inh, IL2 activator, DRD3 agonist, GLP1R cytotox, PLK1 PBD inh
Clc1ccc(Cn2ncc3c(NCc4cccnc4)ncnc32)cc1
    14%, ·, 17, 1%, 6%, -0.5, 0, -18%, 2%
O=C(C1CCCO1)N1CCN(C(=S)Nc2ccc(Cl)cc2Cl)CC1 (centres undefined)
    0%, -2, -8, ?, -18%, -0.5, 1, -5%, -1%
Cc1cn(-c2cccnc2)c(C)c1CNC[C@H]1O[C@@H](n2cnc3c(N)ncnc32)[C@H](O)[C@@H]1O
    8%, -11, -6, 14%, -1%, -0.4, 5, -5%, -13%
COc1ccc(NC(=O)N(Cc2ccc(C)cc2)Cc2ccccn2)c(OC)c1
    -1%, -2, 3, -1%, -7%, 1.4, 2, 1%, -13%
O=S(=O)(NCc1ccncc1)c1ccc(S(=O)(=O)NCC2CCCO2)cc1 (centres undefined)
    2%, ·, 6, ?, -3%, -1.9, 9, 1%, 2%
Cc1sc2ncnc(-n3cnc4ccccc43)c2c1C
    -1%, ·, 14, -23%, 1%, -2.0, -4, ?, 1%
CCCC(C(=O)n1nc(C)cc1C)C(NS(=O)(=O)c1ccc(C)cc1)c1ccccc1 (centres undefined)
    -4%, -7, ?, ?, -11%, -0.5, -19, -4%, -10%
Cc1ccc(CCNC(=O)C2CCN(S(=O)(=O)N3CCOCC3)CC2)cc1
    3%, 3, 2, 4%, 1%, -0.5, 4, -5%, 7%
Cc1cc(C)cc(OC(=O)c2cccnc2)c1
    -2%, -6, -4, 4%, 2%, 0.2, -5, -14%, 4%
COc1ccc2nc3n(c(=O)c2c1)-c1ncccc1C(=O)NC3C (centres undefined)
    19%, 8, -15, 14%, -3%, -1.7, -8, -21%, -10%
COC(=O)Cc1ccc(NC(=S)NCCC(C)C)cc1
    9%, -2, 7, -11%, -7%[57.1 µM], -6.3, 6, 5%, -11%
Clc1ccccc1OCc1nnc(-c2ccccc2Br)o1
    20%, 0, 42, ?, -2%, -0.2, -1, 6%, -7%
COc1ccc(/C(C)=N/NC(=O)c2sccc2-n2cccc2)cc1
    29%, -1, -13, -17%, -2%, -2.1, 4, -8%, -15%
O=C(Nc1ccc(Cl)c(S(=O)(=O)N2CCCCC2)c1)c1cccnc1
    7%, 0, -7, -11%, -15%, -0.9, -4, 9%, -12%
CCN(CC)c1ccc(-c2nc3cnccc3n2C)cc1
    6%, -6, -1, ?, 15%, -0.1, 2, ?, -17%
CC(=O)NC(NC(=S)Nc1ccc(N=Nc2ccccc2)cc1)C(Cl)(Cl)Cl (centres undefined)
    -22%, 2, ?, ?, -5%, -2.3, -4, -22%, -1%
CCOc1ccc(N(CC(=O)Nc2ccccc2)S(C)(=O)=O)cc1
    5%, -8, -7, -16%, 0%, -0.4, -3, 18%, -7%
CCOC(=O)c1[nH]ncc1CN1CCCC(C(=O)c2ccc(OC)cc2C)C1 (centres undefined)
    4%, -3, 29, -3%, -5%, -1.0, 3, 6%, -3%
Cc1ccc(-c2nnn(CC(=O)NCc3ccccc3)n2)c(-n2cnnn2)c1
    5%, -5, 10, -1%, -2%, 0.6, -8, -7%, -3%
COc1ccc(S(=O)(=O)Cc2ccc(C(=O)NCc3cccs3)o2)cc1
    10%, 2, 0, 5%, -1%, -0.4, -3, 4%, -8%
COc1ccc(Cn2cc(CN3CCc4onc(-c5ccccc5OC)c4C3=O)nn2)cc1
    7%, 4, 0, -6%, -3%, -0.4, 7, -8%, -6%
CCOC(=O)CSc1nnc(COc2cccc(C)c2)o1
    11%, 4, 7, 2%, -1%, 0.7, 5, -2%, -5%
COc1cc2cnc(-c3ccccc3F)cc2cc1OC
    ?, 0, 5, 57%[activator], 2%, -0.8, 12, 5%, -5%
CN1CCN(S(=O)(=O)c2cccc(C(=O)Nc3cccc([N+](=O)[O-])c3)c2)CC1
    6%, -8, 22, -24%, 0%, -1.6, -5, -8%, -8%
O=C(O)c1nn(CC(=O)N2CCN(S(=O)(=O)c3ccc(Cl)cc3)CC2)c(=O)c2ccccc12
    3%, -7, -9, 6%, -11%, 4.3, -9, 11%, -8%
O=C(O)c1ccc(NC2=C(Cl)C(=O)c3ccccc3C2=O)cc1
    -2%, -19, ?, 2%, -2%, -5.4, -23, -17%, 5.3µM*
O=C(NCC(c1ccco1)N1CCCCC1)c1ccc(COc2ccccc2)cc1 (centres undefined)
    5%, -5, -1, ?, 7%, -2.8, -22, -7%, -12%
CC(=O)c1sc(NC(=O)CCNC(=O)c2ccco2)nc1-c1ccccc1
    12%, -4, -2, 2%, 8%, -1.4, -3, 1%, -16%
COC(=O)CSc1nnc(COc2ccc3ccccc3c2)o1
    0%, 3, ?, 15%, 3%, -1.6, -6, -10%, -17%
COC(=O)CCC(=O)OC1(C)C(=O)C=C2C=C(C3CC3)N(CCCOC(C)C)C=C2C1=O (centres undefined)
    -5%, -3, -19, 7%, -3%[57.1 µM], -1.6, 19, 11%, 30µM*

Random excerpt: two entries already listed
Second line of a record – GLP1R ag, PI5P4Ka inh, DRD3 antagonist, GLP-1R inv ag, WRN helicase inh, IL2 activator, DRD3 agonist, GLP1R cytotox, PLK1 PBD inh
CCOC(=O)c1[nH]ncc1CN1CCCC(C(=O)c2ccc(OC)cc2C)C1 (centres undefined)
    4%, -3, 29, -3%, -5%, -1.0, 3, 6%, -3%
COc1ccc(Cn2cc(CN3CCc4onc(-c5ccccc5OC)c4C3=O)nn2)cc1
    7%, 4, 0, -6%, -3%, -0.4, 7, -8%, -6%

Back to the main list, starting 3 compounds before the break.
Second line of a record – GLP1R ag, PI5P4Ka inh, DRD3 antagonist, GLP-1R inv ag, WRN helicase inh, IL2 activator, DRD3 agonist, GLP1R cytotox, PLK1 PBD inh
CC(=O)c1sc(NC(=O)CCNC(=O)c2ccco2)nc1-c1ccccc1
    12%, -4, -2, 2%, 8%, -1.4, -3, 1%, -16%
COC(=O)CSc1nnc(COc2ccc3ccccc3c2)o1
    0%, 3, ?, 15%, 3%, -1.6, -6, -10%, -17%
COC(=O)CCC(=O)OC1(C)C(=O)C=C2C=C(C3CC3)N(CCCOC(C)C)C=C2C1=O (centres undefined)
    -5%, -3, -19, 7%, -3%[57.1 µM], -1.6, 19, 11%, 30µM*
CN1CCN(c2ccc(NC(=O)COc3ccc(Cl)cc3Cl)cc2)CC1
    15%, ·, ?, 0%, 0%, -1.6, -2, -6%, 0%
COc1cccc(NC(=O)C2C3CCC4C(CCC32)C4(Cl)Cl)c1 (centres undefined)
    -8%, 12, -18, ?, -2%, -0.4, -7, ?, -5%
COC(=O)c1ccc[n+](CCc2c[nH]c3ccccc23)c1
    0%, 0, ?, -1%, 0%, 1.8, 1, 3%, -7%
CCn1nc(C(=O)N2CCc3ccccc32)c2ccccc2c1=O
    -2%, 1, -7, 5%, -10%, -2.8, 4, -14%, 2%
CCc1nc2ccccc2n1CCC(=O)O
    0%, ·, -13, 9%, -5%[57.1 µM], -3.5, -7, 38%, -6%
CCOC(=O)N1CCN(C(=O)CSc2nnc(Cc3ccccc3)o2)CC1
    -4%, -1, ?, -4%, 3%, -0.4, -9, 4%, -15%

Assay outcomes as filed in PubChem.
